Fh CTSL1 inh: Fasciola hepatica cathepsin L1 inhibitors, primary screen, counter-screen for PFM18AAP inhibitor project, biochemical, QFRET, fluorogenic peptide substrate; AID 1906, 2009; 300,000 compounds, 0.49% hits; inhibition, % at 5.96 µM; recombinant F. hepatica cathepsin L1, Z-Leu-Arg-MCA fluorescence;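 active = inhibition above the mean of all tested compounds plus 3 SD, set per screening campaign, cut at about 17% in these data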;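 also: 0% = plate median of test compound wells and 100% = 1 µM Z-Phe-Ala-diazomethylketone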
core dimer inh: inhibitors of HCV core protein dimerization, primary screen, biochemical, TR-FRET, high-throughput; TR-FRET GST/Flag-core106 dimerization, 1536-well; 300,000 compounds, 0.33% hits; inhibition, % at 5 µM; AID 1899, 2009;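 active = inhibition above the mean of all tested compounds plus 3 SD, set per screening campaign, cut at about 45% in these data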
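Assay system: GST-tagged and Flag-tagged HCV core protein residues 1-106 / Times: compound-protein-antibody incubation 4 h at 22.5 °C / Signal: time-resolved FRET, ex 340 nm, em 617 and 671 nm / Evaluation: % inhibition based on acceptor/donor emission ratio / Benchmarks: wells lacking GST-core106 and wells with excess unlabelled core106 / Repeats: singlicate, one well per compound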
PP5 primary: PP5 phosphatase inhibitors, primary screen, biochemical, fluorescence; purified PP5c, OMFP substrate fluorescence; 320,000 compounds, 0.18% hits; inhibition, % at 6.7 µM;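 active = inhibition above the campaign's mean inhibition across all tested compounds plus 3 SD, cut at about 9.5% in these data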;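 also: 0% = DMSO only and 100% = 100 µM cantharidin control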
Target sequence (P53041 whole entry, looked up): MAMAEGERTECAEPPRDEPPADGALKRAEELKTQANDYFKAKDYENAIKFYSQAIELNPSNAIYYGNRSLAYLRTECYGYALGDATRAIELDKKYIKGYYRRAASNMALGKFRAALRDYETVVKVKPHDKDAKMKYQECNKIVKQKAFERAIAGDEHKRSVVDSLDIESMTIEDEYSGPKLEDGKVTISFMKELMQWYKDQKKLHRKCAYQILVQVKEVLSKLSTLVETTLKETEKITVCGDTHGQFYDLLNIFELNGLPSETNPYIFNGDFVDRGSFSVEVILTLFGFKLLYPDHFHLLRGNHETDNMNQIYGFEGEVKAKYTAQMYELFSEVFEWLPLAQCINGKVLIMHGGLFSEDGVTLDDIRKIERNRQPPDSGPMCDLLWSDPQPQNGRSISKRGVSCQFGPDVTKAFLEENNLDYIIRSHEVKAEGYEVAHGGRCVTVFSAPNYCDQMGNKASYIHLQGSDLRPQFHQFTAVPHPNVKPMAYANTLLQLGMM
proCasp7 act: procaspase-7 activators, primary screen, counter-screen for procaspase-3 activator project, biochemical, absorbance, HTS, human; Caspase-7 (Homo sapiens), P55210; recombinant procaspase-7, Ac-DEVD-pNA absorbance 405 nm; D23A/D198A/D206A triple mutant, cannot self-cleave; scale: DMSO 0, 5 µM enzyme 100; activation, % at 8.5 µM; 330,000 compounds, 0.093% hits; AID 463210, 2010;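 active = percent activation above the screen-wide mean plus 3 SD, cut at about 25% in these data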
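Test system: Procaspase-7 triple mutant (PC-7 D3A). Also added: Ac-DEVD-pNA substrate, 400 µM as added. Schedule: 1 h enzyme–compound preincubation and 2 h substrate reaction, both 25 °C. Signal: p-Nitroaniline absorbance at 405 nm, read at 0 and 120 min. Control set: low DMSO alone, high DMSO plus 5 µM PC-7.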
GASC-1 inh: inhibitors of GASC-1 histone demethylase, primary screen, biochemical, fluorescence, DELFIA europium | Lysine-specific demethylase 4C (Homo sapiens), Q9H3R0 | GST-JMJD2C(1-420) H3K9me3 demethylation | inhibition, % at 2.35 µM | 330,000 compounds, 0.069% hits;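 active = more than half of a compound's replicate wells show inhibition beyond 50%, single wells judged on their own value; inconclusive = some, but no more than half, of replicates pass 50% inhibition; inactive = no replicate passes 50% inhibition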;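 also: signal counts dimethyl H3K9 product captured on neutravidin plate; 0% = median of DMSO wells and 100% = 0.3 times that DMSO median; strong numbers were not always called active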
TPT1 inhibitor: Candida albicans TPT1 enzyme inhibitors, primary screen, biochemical, fluorescence polarization. tRNA 2'-phosphotransferase TPT1 (Candida albicans SC5314). recombinant caTPT1, FP RNA substrate dephosphorylation. inhibition, % at 5 µM. 300,000 compounds, 0.81% hits;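 active = inhibition above the mean of all tested compounds plus 3 SD, set per screening campaign, cut at about 24% in these data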;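 also: plate controls were DMSO alone for no effect and ferristatin control at 100 nM for full effect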
PP1 counter: PP1-alpha phosphatase inhibitors, primary screen, counter-screen for PP5 inhibitor project, biochemical, fluorescence, OMFP substrate, single point; inhibition, % at 6.7 µM; AID 2235, 2010; purified PP1alpha; 320,000 compounds, 0.9% hits; Serine/threonine-protein phosphatase PP1-alpha catalytic subunit (Homo sapiens), P62136;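 active = inhibition above the mean inhibition of all tested compounds plus 3 SD, computed separately for each screening campaign, cut at about 15% in these data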
Target sequence (P62136 whole entry, looked up): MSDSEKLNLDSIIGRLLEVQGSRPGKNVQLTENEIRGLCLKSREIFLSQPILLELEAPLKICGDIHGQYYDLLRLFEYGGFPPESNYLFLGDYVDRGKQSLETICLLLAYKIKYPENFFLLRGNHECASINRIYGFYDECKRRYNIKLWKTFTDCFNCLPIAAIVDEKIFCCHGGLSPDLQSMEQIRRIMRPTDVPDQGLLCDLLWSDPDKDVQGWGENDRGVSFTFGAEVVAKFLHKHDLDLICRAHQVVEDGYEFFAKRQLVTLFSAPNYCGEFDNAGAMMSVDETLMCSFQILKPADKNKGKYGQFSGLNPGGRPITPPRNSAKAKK
procasp3 activ: activators of human procaspase-3 D3A mutant, primary screen, biochemical, absorbance, PC-3 D3A mutant, single concentration; recombinant procaspase-3 D3A, Ac-DEVD-pNA absorbance 405 nm; activation, % at 8.5 µM; 330,000 compounds, 0.11% hits;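 active = activation above the mean of all tested compounds plus 3 SD, cut at about 21% in these data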;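 also: 0% = DMSO alone and 100% = DMSO wells spiked with extra 5 µM PC-3 D3A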
Target sequence (P42574 whole entry D9A/D28A/D175A): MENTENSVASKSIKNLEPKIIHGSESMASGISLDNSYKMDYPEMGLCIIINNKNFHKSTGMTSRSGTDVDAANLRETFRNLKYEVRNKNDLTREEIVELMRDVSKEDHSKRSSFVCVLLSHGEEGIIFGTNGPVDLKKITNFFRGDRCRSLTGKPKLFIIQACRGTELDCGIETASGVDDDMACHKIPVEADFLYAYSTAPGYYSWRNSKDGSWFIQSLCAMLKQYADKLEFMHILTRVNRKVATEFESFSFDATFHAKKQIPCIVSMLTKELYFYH
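Technique: 405 nm absorbance of p-nitroaniline, reads at 0 and 120 min; Test system: Procaspase-3 D3A mutant; Incubation: 1 h enzyme-compound preincubation, then 2 h substrate reaction, 25 °C; Repeats: singlicate, each compound tested once; Benchmarks: low control DMSO wells, high control DMSO plus 5 µM PC-3 D3A.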
Efflux pump mplx: inhibitors of Candida efflux pumps in yeast, primary screen, S. cerevisiae, Nile Red, multiplex; S. cerevisiae Candida pump triplex; inhibition, % at 10 µM; 330,000 compounds, 0.44% hits;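 active = plate passing quality check with inhibition over a set limit, or well fluorescence over plate mean plus 4 SD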;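 also: Nile Red retained in pooled yeast measured as flow cytometry median fluorescence; 0% = buffer negative control and 100% = Enniatin B positive control; higher means more Nile Red kept so more efflux inhibition; some compounds called inactive have numbers as strong as hits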
* hit, by the source's call; ? = inconclusive; & = joins results of further samples.

Compound | Fh CTSL1 inh | core dimer inh | PP5 primary | proCasp7 act | GASC-1 inh | TPT1 inhibitor | PP1 counter | procasp3 activ | Efflux pump mplx
COc1ccc2nc(Nc3ccccc3)sc2c1 | -2 | -4 | 4.7 | 2 | -5 | -1 | 2 | -2 | -0.1
CCN(CC)C(=O)c1cn(CC)c(=O)c2cc(OC)c(OC)cc12 | 0 | -1 | 3.0 | 5 | 1 | 2 | -1 | 0 | 0.2
COc1ccc(C(=O)C2CCCN(C(=O)CCNC(C)=O)C2)cc1OC (configuration not stated) | 2 | 1 | -2.1 | 0 | -8 | 2 | -4 | -3 | 0.1
Cn1c(/C(C#N)=C(\O)c2cccc(F)c2)nc2ccccc21 | -11 | 2 | 2.5 | -3 | 0 | -1 | 3 | 0 | -0.2
O=[N+]([O-])c1ccc(N2CCN(c3ccc(F)cc3)CC2)cc1 | 0 | 3 | -2.0 | -8 | 0 | 6 | 0 | -1 | 0.0
Oc1ccc(-c2nc3ccc4ccccc4c3c3c2CCC3)cc1O | -2 | 8 | 1.2 | -10 | -15 | 3 | -2 | 1 | -0.5
Nc1cc(=O)[nH]c2nnc(SCC(=O)Nc3cccc4ccccc34)n12 | 2 | -11 | 0.9 | -10 | -2 | -2 | 4 | 15 | -0.1
COCc1nnc(NC(=O)CCCCCN2C(=O)c3ccccc3C2=O)s1 | 2 | 6 | 3.7 | 10 | -3 | 0 | 0 | -1 | 0.0
CSc1ccccc1C(=O)C1CCCN(C(=O)CCc2cccnc2)C1 (configuration not stated) | -1 | 1 | -0.7 | 6 | -3 | 0 | -3 | 7 | 0.2
CCOc1ccc(CC(=O)N/N=C/c2cccnc2)cc1OCC | 1 | -2 | -2.1 | 8 | 7 | -7 | -1 | -9 | 0.0
COc1ccc(/C=C2\C(=N)N3N=C(CC(=O)N4CCOCC4)SC3=NC2=O)cc1 | -2 | -9 | 3.0 | 0 | 5 | -2 | 1 | 0 | -0.1
Cc1cccc(N2CCN(C(=O)C3CCN(c4ncnc5c4nc4n5CCCCC4)CC3)CC2)c1C | 2 | 11 | 0.6 | 5 | 16 | -3 | 9 | 7 | 0.0
CCOc1ccccc1NC(=S)NCc1ccco1 | -1 | -2 | 1.7 | 6 | 0 | -1 | -1 | -7 | 0.2
Cn1nccc1NC(=O)Nc1ccccc1 | 4 | -2 | -1.4 | 0 | 4 | -1 | -3 | 4 | 0.0
CC(C)CNCC(=O)N1c2ccccc2Sc2ccccc21 | -1 | -1 | 0.3 | -8 | -2 | 2 | -2 | 0 | 0.0
CCOC(=O)c1sc(NC(=O)Cc2ccccc2OC)nc1C | 3 | 4 | -1.2 | 4 | 6 | -2 | -2 | -1 | -0.2
Cc1cccc(NC(=O)CN2C(=O)S/C(=C\c3ccccn3)C2=O)c1 | 0 | 16 | -0.8 | 2 | 9 | -4 | 1 | 6 | 0.0
N#C/C(=N\Nc1ccccc1F)c1nc(-c2ccccc2)cs1 | -10 | 1 | -1.2 | 7 | 1 | 3 | -3 | 6 | 0.5
Cc1nnc(NC(=O)C2CCCN(S(=O)(=O)c3ccccc3C(F)(F)F)C2)s1 (configuration not stated) | 0 | 0 | -0.1 | -4 | -13 | 1 | -2 | -6 | 0.0
Cc1onc(-c2ccccc2Cl)c1C(=O)NNC(=O)c1cccc(F)c1 | -3 | -3 | 0.8 | -4 | -1 | -2 | -2 | 2 | -0.1
Cc1ccc(OCc2nc(C#N)c(NCCCn3ccnc3)o2)cc1 | -3 | 0 | -0.4 | 0 | -2 | 3 | -4 | -5 | 0.1
Cc1ccccc1NC(=O)C1CC(=O)n2ncnc2N1 (configuration not stated) | -2 | 3 | -2.0 | 1 | 7 | 0 | -3 | -1 | 0.0
C/C(=N\NC(=O)CCc1ccc(S(=O)(=O)N2CCOCC2)cc1)c1ccc(Br)cc1 | 2 | 0 | -1.2 | -1 | 88 | -3 | 0 | -2 | -0.3
CCC(C)NC(=O)c1cn(-c2cccc(C)n2)cn1 (configuration not stated) | -1 | 0 | -0.4 | -11 | -18 | 1 | -1 | 0 | -0.1
O=C(COc1ccc2c3c(c(=O)oc2c1)CCC3)NC1CCCCC1 | -4 | 4 | 1.6 | -11 | 3 | 0 | -1 | 1 | 0.0

For convenience, 2 of the compounds above.
Compound | Fh CTSL1 inh | core dimer inh | PP5 primary | proCasp7 act | GASC-1 inh | TPT1 inhibitor | PP1 counter | procasp3 activ | Efflux pump mplx
CCC(C)NC(=O)c1cn(-c2cccc(C)n2)cn1 (configuration not stated) | -1 | 0 | -0.4 | -11 | -18 | 1 | -1 | 0 | -0.1
O=C(COc1ccc2c3c(c(=O)oc2c1)CCC3)NC1CCCCC1 | -4 | 4 | 1.6 | -11 | 3 | 0 | -1 | 1 | 0.0

The listing picks up with the 5 entries that preceded the break.
Key to letters: A = Fh CTSL1 inh; B = core dimer inh; C = PP5 primary; D = proCasp7 act; E = GASC-1 inh; F = TPT1 inhibitor; G = PP1 counter; H = procasp3 activ; I = Efflux pump mplx
> Cc1ccc(OCc2nc(C#N)c(NCCCn3ccnc3)o2)cc1
  A: -3; B: 0; C: -0.4; D: 0; E: -2; F: 3; G: -4; H: -5; I: 0.1

> Cc1ccccc1NC(=O)C1CC(=O)n2ncnc2N1 (configuration not stated)
  A: -2; B: 3; C: -2.0; D: 1; E: 7; F: 0; G: -3; H: -1; I: 0.0

> C/C(=N\NC(=O)CCc1ccc(S(=O)(=O)N2CCOCC2)cc1)c1ccc(Br)cc1
  A: 2; B: 0; C: -1.2; D: -1; E: 88; F: -3; G: 0; H: -2; I: -0.3

> CCC(C)NC(=O)c1cn(-c2cccc(C)n2)cn1 (configuration not stated)
  A: -1; B: 0; C: -0.4; D: -11; E: -18; F: 1; G: -1; H: 0; I: -0.1

> O=C(COc1ccc2c3c(c(=O)oc2c1)CCC3)NC1CCCCC1
  A: -4; B: 4; C: 1.6; D: -11; E: 3; F: 0; G: -1; H: 1; I: 0.0

> Cn1c(-c2cccs2)[n+](C)c2ccccc21
  A: -5; B: -1; C: 1.9; D: -1; E: -6; F: 2; G: -2; H: 4; I: -0.1

> CCc1nc(NCCO)c(C#N)c2c1CSC(C)(C)C2
  A: 8; B: -2; C: 0.7; D: -2; E: 7; F: -2; G: -3; H: -11; I: 0.2

> COc1ccc(N2CC(C(=O)NCCS(=O)(=O)N3CCN(c4ccccc4)CC3)CC2=O)cc1 (configuration not stated)
  A: 3; B: -6; C: 1.8; D: 6; E: 3; F: -4; G: -1; H: 0; I: -0.1

> COc1ccccc1C(OC(=O)c1cccs1)C(=O)NCC1CCCO1 (configuration not stated)
  A: -19; B: -1; C: -0.4; D: -1; E: -16; F: 2; G: -2; H: 0; I: 0.0

> COc1ccc2[nH]c(=O)c(CN(C(=O)C3CCCO3)c3ccc(C)cc3)cc2c1 (configuration not stated)
  A: 5; B: 1; C: 1.3; D: 3; E: 5; F: 0; G: -3; H: 1; I: 0.2

> CCC[N+]1(CC#CCC(c2ccccc2)c2ccccc2)CCCCC1
  A: 9; B: 4; C: 0.2; D: 11; E: -29; F: -3; G: -3; H: -3; I: 0.0

> CCn1c(CC(=O)Nc2ccccc2OC)nnc1SCC(=O)Nc1ccccc1F
  A: -2; B: -3; C: 1.4; D: 3; E: 18; F: 3; G: -2; H: -1; I: 0.1

> N#Cc1ccc(C(=O)CSc2n[nH]c(=O)n2Cc2ccco2)cc1
  A: -1; B: 1; C: 1.2; D: 3; E: -27; F: 2; G: -7; H: -10; I: 0.0

> CSCCC(NC(=O)c1ccc(Cl)cc1Cl)C(=O)NNC(=O)c1csc(N2CCOCC2)n1 (configuration not stated)
  A: -3; B: 3; C: -1.9; D: -2; E: -5; F: 1; G: -2; H: 5; I: 0.2

> COc1ccccc1/C=C1\CCC(C2CCCC2)C1=O (configuration not stated)
  A: 10; B: -8; C: -0.7; D: 1; E: -8; F: -1; G: -1; H: -3; I: -0.1

> O=C1/C(=N\S(=O)(=O)c2cccs2)C([n+]2cccc(Cc3ccccc3)c2)=C([O-])c2ccccc21
  A: 11; B: -7; C: 4.8; D: -12; E: -15; F: -74; G: 3; H: -11; I: 0.1

> CC(C)N(C(=O)c1ccc2nc(-c3ccccc3)c(-c3ccccc3)nc2c1)C(C)C
  A: 2; B: 10; C: -0.2; D: -2; E: 5; F: 1; G: -1; H: -2; I: -0.2

> S=C(Nc1ccccc1Cl)Nc1ccc(Cl)cc1Cl
  A: 0; B: 1; C: 1.5; D: 10; E: -8; F: 4; G: -4; H: -2; I: 0.1

> CC(C)n1c(SCC(=O)NC2CCCCC2)nnc1-c1ccco1
  A: -1; B: -4; C: 1.5; D: -3; E: -5; F: 3; G: -3; H: 8; I: 0.0

> Cn1c(=O)c2c(nc(NCc3ccc4c(c3)OCO4)n2Cc2ccc(F)cc2)n(C)c1=O
  A: 5; B: 3; C: 4.4; D: 3; E: -24&-84; F: 2; G: 0; H: 1; I: 0.0

> CCn1c(=O)cc(OCC(=O)Nc2ccc(OC)c(OC)c2)c2ccccc21
  A: -13; B: 2; C: 1.8; D: -4; E: -1; F: -4; G: 1; H: 8; I: -0.1

> O=C(NC1CCCc2ccccc21)C1CCN(S(=O)(=O)c2cccc3nonc23)CC1 (configuration not stated)
  A: 3; B: 9; C: -2.0; D: 7; E: 5; F: 4; G: -1; H: -2; I: -0.1

> CN(C)C(=O)CCc1nc(-c2ccc(C(C)(C)C)cc2)no1
  A: 2; B: -4; C: 0.1; D: 0; E: 4; F: -3; G: 0; H: -4; I: 0.0

> CCC(C)NC(=O)c1csc2c1CCCCC2 (configuration not stated)
  A: -1; B: -4; C: 1.0; D: 3; E: ?; F: 1; G: -4; H: 2; I: 0.0

> COc1ccccc1N1CCN(CC(O)COc2c(OC)cccc2OC)CC1 (configuration not stated)
  A: -3; B: -5; C: 1.2; D: -5; E: 9; F: -1; G: -1; H: -6; I: -0.1

> Cc1ccc(C(C)C)cc1OCC(=O)NNC(=O)Nc1ccccc1
  A: -2; B: 2; C: 1.9; D: 17; E: 6; F: 1; G: -2; H: -6; I: 0.3

> O=C1CC(N2CCN(Cc3ccccc3)CC2)C(=O)N1c1ccccc1 (configuration not stated)
  A: -6; B: 0; C: 0.0; D: 2; E: -5; F: -2; G: -3; H: -20; I: -0.1

Screens: PubChem, several laboratories
